# Screens as filed in PubChem BioAssay.
# IL1B NFkB inh = blocks IL-1B driven NFkB nuclear translocation in HUVEC cells. HUVEC IL-1B NFkB p65 nuclear translocation imaging. inhibition, % at 2 µM. hit rate 0.43% among 94,000;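 active = inhibition above about 30% together with a positive call from visual inspection of the well image, limit read from the data; inconclusive = inhibition above a set limit but visual check negative; inactive = inhibition not above a set limit, visual check negative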;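 note: nuclear over cytoplasmic p65 intensity ratio measured by imaging; 0% = IL-1B stimulated DMSO wells and 100% = unstimulated DMSO wells; values of inactives mirror those of a sister screen read the other way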
# MRP resist rev = MRP-mediated drug resistance reversal; H69AR cells + 2 uM doxorubicin, CellTiter-Glo, 72 h; differential viability (reversal), % at 10 µM; hit rate 0.04% among 85,000;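 active = viability drop by adding the cancer drug above about 55%, with treated viability meeting a 40% cutoff, limit read from the data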;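 note: viability without doxorubicin minus viability with 2 µM doxorubicin for each compound; larger differential means the compound sensitizes cells more to doxorubicin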
# PLAP inhibition = inhibition of human placental alkaline phosphatase – biochemical, luminescence, HTS (AID 690); one-dose inhibition, % at 20 µM; IC50 in µM for titrated hits; hit rate 0.08% among 96,000; purified PLAP, luminescent substrate; higher % means a stronger effect; in the data active = a potency from the dose series; inactive = the rest, 99 in 100 with inhibition below about 30%; note: strong numbers were not always called active
# IL1B NFkB pot = enhances IL-1B driven NFkB nuclear translocation; HUVEC IL-1B NFkB p65 nuclear translocation imaging; activation, % at 2 µM; hit rate 0.3% among 94,000; AID 819;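 active = activation above 40%, about the mean plus 3 SD, also judged a hit on visual image review; inconclusive = activation above 40% but not a hit on visual review; inactive = activation not above 40% and no visual hit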;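 note: percent activation is computed from the nuclear over cytoplasmic p65 intensity ratio; values of inactives mirror those of a sister screen read the other way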
# Bcl-B TR3 displacers = displacers of TR3 peptide from Bcl-B, primary screen, selectivity assay for Bfl-1 inhibitor project, biochemical, fluorescence polarization; hit rate 0.11% among 96,000; AID 748; displacement, % at 20 µM; hits with a dose series show IC50 in µM; FP displacement of FITC-TR3 peptide from Bcl-B; higher % means a stronger effect;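 active = displacement above 50% at 20 µM plus a fluorescence interference ratio under 1.5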;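 note: plate controls were wells without compound for no effect and wells lacking Bcl-B protein for full effect; a part of the inactive calls stands beside numbers as strong as those of hits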
# MRP resist rev cytotoxicity = also measured in MRP resist rev; calls as there; viability, %; H69AR cells, CellTiter-Glo, 72 h; measured here: cytotoxicity without doxorubicin
# MRP resist rev with doxorubicin = further read-out of MRP resist rev, marked with its call; viability, %; measured here: viability with 2 uM doxorubicin; stronger effect = lower value
# IL1B NFkB inh cell count 2 µM = second read-out of IL1B NFkB inh, no call of its own (marks repeat the call); cell count; measured here: cells passing quality filter;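 raw number of nuclei counted in each imaged well without normalization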
# IL1B NFkB pot cell count 2 µM = second read-out of IL1B NFkB pot, no call of its own (marks repeat the call); cell count; measured here: cells passing quality filter
# * marks the source's active call; other numbers are inactive results; ? = inconclusive; nt = not tested or not shown.
# The line under a structure holds: IL1B NFkB inh	IL1B NFkB inh cell count 2 µM	MRP resist rev	MRP resist rev cytotoxicity	MRP resist rev with doxorubicin	PLAP inhibition	IL1B NFkB pot	IL1B NFkB pot cell count 2 µM	Bcl-B TR3 displacers
c1ccc(SCc2nc(-c3ccccn3)no2)cc1
  14	160	18	99	82	19%	-14	160	-1%
CSC(=CC(=O)c1ccccc1)SC
  -2	160	nt	nt	nt	22%	3	160	-8%
Cc1ccc(-c2sc(C)nc2CC(=O)O)cc1
  -9	190	-1	94	95	-22%	9	190	5%
Cc1ccc(F)c(NC(=O)C2CCCCC2C(=O)O)c1 (configuration not stated)
  -2	97	-11	68	78	-2%	2	97	8%
COc1ccc(C2C3=C(CC(C)(C)CC3=O)Oc3ncn(Cc4ccccc4)c(=N)c32)cc1 (configuration not stated)
  -4	173	3	85	82	-44%	4	173	-5%
CCOc1ccc(NC(=S)NC(=O)/C=C/c2ccc(C)cc2)c([N+](=O)[O-])c1
  -3	37	nt	nt	nt	21%	3	37	3%
CCOC(=O)Cn1c(=O)n(CC(=O)OCC)c2ccccc21
  -3	149	-8	79	88	-7%	3	149	0%
O=c1c2ccccc2nc2n1C(CSCc1ccc(Cl)cc1)CS2 (configuration not stated)
  -2	164	nt	nt	nt	-4%	1	164	8%
O=C(NC1CCCCC1)N1CCCCCCC1
  -10	90	-16	88	104	1%	10	90	4%
COc1ccccc1NC(=O)CSc1ccc2nnc(-c3cccnc3)n2n1
  -19	68	7	96	88	nt	19	68	nt
CCN(CC)S(=O)(=O)c1cccc2c(N(C)C)cccc12
  -9	152	nt	nt	nt	-1%	9	152	4%
COc1cccc(/C=N/NC(=O)c2c(-c3ccccc3)noc2C)c1
  -5	194	nt	nt	nt	-7%	5	194	8%
Cc1cc(=S)cc(C)n1CCCO
  2	136	1	105	104	0%	-2	136	-4%
Cc1cc(C(=O)CN2C(=O)NC3(CCCc4ccccc43)C2=O)c(C)n1Cc1cccs1 (configuration not stated)
  -7	121	15	104	90	6%	7	121	-16%
CC(=O)N1CCc2cc(S(=O)(=O)NCCC3=CCCCC3)ccc21
  -6	80	7	101	93	nt	6	80	nt
O=C(Cc1ccc(Br)cc1)N1CCCCCC1
  -3	136	1	89	88	16%	3	136	-5%
CCC(=O)Nc1sc2c(c1C(=O)N(C)C)CCCCC2
  23	74	-42	56	98	nt	-23	74	nt
CCc1ccc(OC)c(S(=O)(=O)NCCOc2ccccc2)c1
  -11	157	7	109	102	-5%	11	157	0%
COc1cc(/C=N/NC(=O)CCc2c(C)n[nH]c2C)cc(OC)c1OC
  -21	157	30	91	62	-65%	21	157	2%
COc1ccc(-n2c(C)n[nH]c2=O)cc1OC
  -8	113	nt	nt	nt	20%	8	113	0%
O=C(CC1CCCCC1)OCn1nnc2ccccc2c1=O
  -12	63	-11	103	114	3%	12	63	14%
COc1ccc(Cl)cc1-n1c(=S)sc2c(=O)[nH]c(SCC(=O)NCC3CCCO3)nc21 (configuration not stated)
  -11	110	0	96	96	-15%	11	110	-2%
CCOc1ccccc1Oc1coc2cc(O)ccc2c1=O
  5	120	14	98	84	5%	-5	120	7%
Cc1ccc2nc(-c3ccccc3)c(NC(=O)c3ccco3)n2c1
  -8	114	16	94	78	nt	8	114	nt
CNC(=O)CSc1nc(N)c2c3c(sc2n1)CCC3
  0	162	11	88	77	23%	0	162	-8%
COC(=O)c1cnc2ccccc2n1
  -4	188	6	95	88	nt	4	188	nt
CCSc1nnc2n1C(C)(C)Cc1ccccc1-2
  -8	148	nt	nt	nt	13%	8	148	2%
C=CCCCCCCCCC(=O)NN
  10	136	nt	nt	nt	-4%	-9	136	-2%
CC(C)CNS(=O)(=O)c1ccc(CCC(=O)Nc2ccc3c(c2)OCCO3)cc1
  -9	96	nt	nt	nt	8%	9	96	-12%
O=C(C1COc2ccccc2O1)N1CCn2c(nc3ccccc32)C1 (configuration not stated)
  -1	48	5	95	90	-42%	1	48	14%
O=C(CSc1nnc(-c2cccnc2)n1Cc1ccco1)c1ccc2ccccc2c1
  -14	169	17	79	62	-42%	14	169	-8%
CCOC(=O)c1nn(-c2cccc(C)c2)c2nc(-c3ccccc3)c(C#N)c(=O)n12
  2	142	nt	nt	nt	2%	-2	142	-10%
Cc1ccc(N=C2NC(=O)CS2)c(C)c1
  -12	152	1	101	100	-26%	12	152	-4%
CCOC(=O)Nc1ccc2c(C)cc(=O)oc2c1
  2	103	-9	89	99	2%	-2	103	-2%
C=CCn1c(CNC(=O)CCC)nc2ccccc21
  20	75	5	106	100	nt	-20	75	nt
CCNc1nc(NCC)nc(ON=C(C)C)n1
  -16	150	nt	nt	nt	-4%	15	150	5%
COc1ccc(Cc2nnc(SC)[nH]c2=O)cc1OC
  -15	142	0	94	94	-2%	15	142	-3%
Cn1nc(-c2ccc(Cl)cc2)c2cc(C(=O)N3CCCC3)sc21
  6	142	-7	73	79	-32%	-6	142	5%
COC(=O)c1cc(=O)c2ccc(OC)cc2o1
  nt	nt	-2	98	100	-2%	nt	nt	6%
Cc1ccc(N=Cc2nc(-c3ccco3)oc2O)cc1
  -8	103	1	85	84	3%	8	103	7%
COc1ccc(OC)c(S(=O)(=O)Nc2ccc3oc4c(c3c2)C(=O)CCC4)c1
  6	149	11	95	85	-29%	-6	149	0%
COC(=O)CCC(=O)c1oc2ccc(Cl)cc2c1NC(=O)CCCN1C(=O)c2ccccc2C1=O
  -2	137	3	85	82	-25%	2	137	-4%
CCOc1ccc(C(C#N)N2CCOCC2)cc1OC (configuration not stated)
  -6	123	1	104	104	14%	6	123	-15%
Cc1nc(OCc2ccccc2)c2ccccc2n1
  -11	166	nt	nt	nt	-6%	11	166	-5%
Nc1nnc(COc2cccc(C(F)(F)F)c2)s1
  nt	nt	0	108	108	7%	nt	nt	-7%
CC(C(=O)Nc1sccc1C(N)=O)N1C(=O)C2CC=CCC2C1=O (configuration not stated)
  -18	200	-9	87	96	-7%	18	200	8%
CC1NC(=O)N(C)C2NC(=O)N(C)C(c3ccccc3)C12 (configuration not stated)
  nt	nt	11	99	88	2%	nt	nt	-11%
Cc1cccc(NC(=O)c2ccc(NS(=O)(=O)c3c(C)noc3C)cc2)c1
  1	216	nt	nt	nt	-25%	-1	216	3%
COc1ccc2cc(C(=O)N3CCOCC3)sc(=O)c2c1OC
  0	131	-15	80	95	2%	0	131	4%
O=c1c2ccccc2nc2n1CCCCN2
  -22	159	-10	89	99	5%	21	159	-15%
Cc1cc(NC(=O)CCC(=O)N(c2ccc(F)cc2)C(C(=O)NC2CCCC2)c2ccncc2)no1 (configuration not stated)
  3	165	3	91	88	-30%	-3	165	-3%
CC(C)c1nnc(NC(=O)CC(=O)Nc2ccccc2C(=O)O)s1
  nt	nt	14	95	81	-19%	nt	nt	0%
O=C(Nc1ccc2c(c1)OCO2)N1CCN(c2ccccc2Cl)CC1
  4	180	-16	64	80	26%	-4	180	7%
CC1(C)CC(=O)C(C=Nc2ccccc2Sc2ccccc2)=C(O)C1
  9	165	10	103	93	2%	-9	165	19%
Cc1cccc(N2CCN(C(=O)c3ccc(CS(=O)(=O)c4ccccc4C)o3)CC2C)c1 (configuration not stated)
  -48	175	-34	25	59	-44%	49*	175*	-11%
O=C1CC(SCCc2nc3ccccc3[nH]2)C(=O)N1c1ccc(F)c(Cl)c1 (configuration not stated)
  -2	123	nt	nt	nt	nt	2	123	nt
COCCNC(=O)c1cc2ncc(Br)cn2n1
  -8	160	-2	84	86	15%	8	160	7%
COCCNC(=O)CN(Cc1ccc(Cl)cc1)S(C)(=O)=O
  -2	103	4	106	102	10%	2	103	-8%
CS(=O)(=O)N(CC(=O)N/N=C/c1cc([N+](=O)[O-])ccc1Cl)c1ccccc1
  -15	152	nt	nt	nt	4%	15	152	8%
CCOc1ccccc1C(=O)N(CCC(=O)OC)c1ccccn1
  -18	114	-11	86	97	-15%	18	114	1%

# Continuation:
# The line under a structure holds: IL1B NFkB inh	IL1B NFkB inh cell count 2 µM	MRP resist rev	MRP resist rev cytotoxicity	MRP resist rev with doxorubicin	PLAP inhibition	IL1B NFkB pot	IL1B NFkB pot cell count 2 µM	Bcl-B TR3 displacers
COC(=O)c1cc(Br)c(=O)n(-c2ccccn2)c1
  -1	118	-9	90	99	14%	1	118	-8%
CCNC(=O)CSc1nnc(C2CC2)n1-c1ccccc1
  2	92	2	84	82	-13%	-2	92	8%
C=CCc1c(C)nc(SC)nc1Nc1ccc(C)cc1
  -1	137	5	89	83	9%	-4	50	0%
CN1C(=O)CC(N2CCN(CCN=CC3=C(O)CC(C)(C)CC3=O)CC2)C1=O (configuration not stated)
  nt	nt	1	91	90	-37%	nt	nt	16%
COCCCNC(=O)c1cc(C)nc2ccc(F)cc12
  -14	148	-8	85	93	-14%	14	148	-3%
CC(=O)OC1c2ccccc2C(=O)N1Cc1ccccc1Cl (configuration not stated)
  -5	54	-10	72	82	-1%	5	54	2%
CCNS(=O)(=O)c1ccc(NC(=O)c2cccnc2)cc1
  nt	nt	-3	82	85	14%	nt	nt	-8%
COc1ccccc1C(=O)Nc1ccc2c(c1)nc(CCNC(C)=O)n2C
  -11	117	-15	98	112	-13%	11	117	2%
O=S(=O)(c1cccc(S(=O)(=O)N2CCC(n3nnc4ccccc43)CC2)c1)N1CCCCC1
  -4	173	3	89	86	-35%	3	173	-54%
N#C/C(=C\c1c(N2CCOCC2)nc2ccccn2c1=O)S(=O)(=O)c1ccccc1
  7	83	43	93	50	-1%	-7	83	-19%
COc1ccccc1NC(=O)CCn1c(=O)sc2ccccc21
  8	87	-8	74	82	nt	-8	87	nt
COc1ccc(NS(=O)(=O)c2ccc(NS(C)(=O)=O)cc2)cc1
  -27	92	-11	96	107	6%	27	92	3%
CN(C)c1oc(-c2ccccc2Cl)nc1C#N
  -17	198	5	91	86	3%	17	198	-5%
CCCCn1c(N)c(N(CCC(C)C)C(=O)CSc2nnc(C)s2)c(=O)[nH]c1=O
  -40	145	-11	91	102	-67%	?	nt	12%
Cc1ccccc1C(=O)NNC(=O)Cc1ccccc1
  6	115	-6	88	94	-98%	-6	115	-3%
CC(=O)N1CCc2cc(S(=O)(=O)NCCCOC(C)C)ccc21
  20	47	-13	95	108	16%	-20	47	0%
O=C(c1nnc(-c2ccncc2)o1)c1ccccc1Cl
  9	153	6	88	82	7%	-9	153	-2%
CCCCS(=O)(=O)Nc1ccc(Cc2ccncc2)cc1
  2	136	-11	89	101	-4%	-2	136	1%
Cn1c(CNC(=O)c2ccc(Cl)cc2)nnc1SCC(=O)Nc1sc2c(c1C#N)CCCC2
  2	142	-4	89	93	14%	10	56	-2%
CCOC(=O)c1cnc2ccc(C)cc2c1Sc1ccc(F)cc1
  nt	nt	nt	nt	nt	-14%	nt	nt	10%
Cc1nonc1NCn1nnc2ccccc21
  -7	160	5	100	95	0%	7	160	-14%
Cc1ccc(/C(N)=N/OC(=O)CCc2ccccc2)cc1
  -3	110	nt	nt	nt	10%	1	111	0%
CCOc1ccccc1C(=O)NCC(=O)OCC(=O)c1ccc2c(c1)OCCO2
  -6	92	-3	92	94	-16%	5	92	-3%
COc1ccc(N2CCN(c3nc(Cl)nc(N4CCOCC4)n3)CC2)cc1
  -4	165	-8	76	84	nt	4	165	nt
COC(=O)c1ccccc1NC(=O)CSCC(=O)Nc1ccccc1
  -6	121	nt	nt	nt	1%	5	121	-12%
COCCn1c(CN2CCN(c3cccc(Cl)c3)CC2)nc2c1c(=O)n(C)c(=O)n2C
  -9	59	6	75	68	-36%	9	59	-7%

# Not all compounds are listed. The share of hits here may be higher or lower than overall.
